Compound activity deposited in PubChem by Sanford-Burnham Center for Chemical Genomics.
CXCR6 block – CXCR6 (human) receptor inhibition; O00574; CHO-K1 PathHunter CXCR6 beta-arrestin, luminescence; inhibition, % at 20 µM; 360,000 tested, 0.36% active; in the data active = inhibition above about 34%, passing the limit was not always enough;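 also: antagonist mode with CXCL16 agonist at 10 nM final; 0% = 10 nM CXCL16 with DMSO and 100% = unstimulated wells without agonist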
Target sequence (O00574 whole entry, looked up): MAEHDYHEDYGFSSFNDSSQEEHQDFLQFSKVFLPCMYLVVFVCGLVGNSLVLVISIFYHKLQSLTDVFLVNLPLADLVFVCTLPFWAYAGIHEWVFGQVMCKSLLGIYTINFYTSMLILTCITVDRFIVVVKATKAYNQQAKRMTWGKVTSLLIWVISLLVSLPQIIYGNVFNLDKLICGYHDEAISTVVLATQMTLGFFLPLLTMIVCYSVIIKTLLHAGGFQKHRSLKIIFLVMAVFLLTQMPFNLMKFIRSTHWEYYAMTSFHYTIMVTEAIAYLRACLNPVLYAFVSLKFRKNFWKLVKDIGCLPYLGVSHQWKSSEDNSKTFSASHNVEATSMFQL
UBC13 inh – blocks human UBC13 polyubiquitin chain formation; inhibition, % at 20 µM; P61088; AID 485273; TR-FRET; 330,000 tested, 0.47% active; in the data active = inhibition above about 45%, passing the limit was not always enough
ATG4B inhibitor – inhibitors of human ATG4B cysteine protease. Q9Y4P1. ATG4B cleavage of LC3-PLA2, NBD-HPC fluorescence, 1 h. inhibition, % at 8.33 µM. 340,000 tested, 0.51% active. AID 504462; in the data active = inhibition above about 40%
Target sequence (Q9Y4P1 whole entry, looked up): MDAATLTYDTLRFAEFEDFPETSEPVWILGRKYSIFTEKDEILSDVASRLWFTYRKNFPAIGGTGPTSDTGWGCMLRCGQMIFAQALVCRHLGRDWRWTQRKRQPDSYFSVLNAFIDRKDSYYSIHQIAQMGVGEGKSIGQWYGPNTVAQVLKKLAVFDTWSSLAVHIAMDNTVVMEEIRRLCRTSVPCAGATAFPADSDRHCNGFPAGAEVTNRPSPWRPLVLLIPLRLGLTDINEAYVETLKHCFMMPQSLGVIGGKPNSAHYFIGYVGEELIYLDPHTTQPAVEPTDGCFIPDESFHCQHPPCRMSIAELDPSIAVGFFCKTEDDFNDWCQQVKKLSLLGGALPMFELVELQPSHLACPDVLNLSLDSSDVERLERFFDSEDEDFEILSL
Gli-Sufu antag – blocks Gli-Sufu signaling in a luciferase reporter | 340,000 tested, 0.74% active | Sufu-KO-LIGHT fibroblasts, Gli luciferase reporter luminescence | inhibition, % at 5 µM;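 active = inhibition above about 55%, limit read from the data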;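 also: 0% = DMSO-treated cells and 100% = wells with medium but no cells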
APJ agonist – activates the human apelin receptor APJ; P35414; AID 2520; 330,000 tested, 0.11% active; activation, % at 20 µM; CHO-K1 APJ PathHunter beta-arrestin, luminescence; 0% DMSO wells, 100% apelin;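 active = activation more than six SD over the plate average, tested at 20 µM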;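 also: 0% = DMSO alone and 100% = apelin-13 at 10 nM; some results filed as inactive read as strong as hits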
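system = engineered CHO-K1 APJ arrestin reporter cells | input = 1000 cells per well | timing = overnight seeding, 90 min compound at 25 °C, 1 h detection | measured by = enzyme-fragment complementation luminescence | read-out = beta-arrestin recruitment to APJ as agonist activity, luminescent signal | control set = negative DMSO alone, positive Apelin-13 at 10 nM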
APJ antagonist – antagonists of human APJ apelin receptor | inhibition, % at 20 µM | 330,000 tested, 0.32% active | CHO-K1 APJ beta-arrestin complementation, luminescence | P35414;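 active = inhibition above about 40% at 20 µM, limit read from the data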;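 also: cells challenged with 10 nM apelin-13 agonist together with compound; plate controls were apelin-13 plus DMSO wells for no effect and DMSO wells lacking apelin-13 for full effect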
CCR6 antagonist – blocks CCL20-driven beta-arrestin recruitment at human CCR6; P51684; CHO-K1 CCR6 PathHunter beta-arrestin, luminescence, CCL20-stimulated; inhibition, % at 20 µM; 340,000 tested, 0.49% active; AID 493098;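 active = compounds whose inhibition of the agonist-driven luminescence signal at 20 µM reaches about 50%, limit read from the data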;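 also: cells stimulated with CCL20 at 14 nM final; plate controls were DMSO with CCL20 for no effect and DMSO without agonist for full effect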
EBI2 block – blocks human EBI2 receptor beta-arrestin signaling. EBI2 beta-arrestin recruitment, luminescence, 7a,25-OHC stimulated. AID 651636. P32249. 360,000 tested, 0.81% active. inhibition, % at 5 µM; in the data active = inhibition above about 38%;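 also: enzyme fragment complementation signal reports receptor beta-arrestin coupling in cells; 0% = agonist plus DMSO wells and 100% = wells without agonist; some results beyond the cut were filed as inactive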
Target sequence (P32249 whole entry, looked up, the tested form may be a part): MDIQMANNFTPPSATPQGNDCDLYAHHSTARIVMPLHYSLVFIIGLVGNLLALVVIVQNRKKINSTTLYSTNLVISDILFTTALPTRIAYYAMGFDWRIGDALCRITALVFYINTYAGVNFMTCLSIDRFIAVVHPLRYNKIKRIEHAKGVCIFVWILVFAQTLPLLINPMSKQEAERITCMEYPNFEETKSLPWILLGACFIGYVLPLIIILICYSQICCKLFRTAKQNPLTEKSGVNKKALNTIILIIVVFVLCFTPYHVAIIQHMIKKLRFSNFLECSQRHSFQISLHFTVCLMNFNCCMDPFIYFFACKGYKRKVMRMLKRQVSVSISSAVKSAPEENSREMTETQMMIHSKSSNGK
Starred values were filed as active, the others as inactive; . = not tested or not shown.

Results follow in this order: APJ antagonist, APJ agonist, CCR6 antagonist, CXCR6 block, ATG4B inhibitor, EBI2 block, UBC13 inh, Gli-Sufu antag
O=C(Nc1ccc(Br)cc1)C1CCCC1
    -6, -3, -4, 1, 8, -9, -4, -22
CCn1nc(NC(=O)COC)c2cc3cccc(C)c3nc21
    -26, -3, 10, -6, 2, -10, 6, -1
Cc1ccc(C(C)C)c(Oc2nnnn2-c2ccccc2)c1
    -4, -3, 12, -2, 16, -15, -7, -4
O=C(/C=C/c1ccc(S(=O)(=O)N2CCOCC2)cc1)Nc1ccc(F)c(F)c1F
    -1, -2, 8, 2, -9, -4, 1, 10
COc1cc(/C=C/C(=O)NCc2nc3ccccc3[nH]2)cc(OC)c1OC
    -8, -6, -2, -2, -13, -1, 18, 2
O=C(COC(=O)c1ccc(Cl)s1)c1cc2ccccc2o1
    30, -4, -19, 29, 29, 20, 1, 3
COc1ccc(C2=NNC(=Nc3cc(S(=O)(=O)N(C)C)ccc3C)SC2)c(OC)c1
    -6, -4, 11, -10, -9, 12, 9, 7
CCOC(=O)c1c(/N=C/c2ccccc2O)sc2c1CCC2
    8, -1, 2, 1, 12, 5, -9, -3
O=C(CN(C(=O)c1csnn1)c1ccccc1Cl)NCCc1ccccc1
    19, 2, 20, 4, -2, -3, 4, 8
O=C(CSCc1ccc(Br)cc1)NCc1ccccn1
    11, -3, 1, 0, -9, -2, 5, -9
COc1ccc(NC(=O)CCS(=O)(=O)c2ccc3c(c2)CCCN3C(C)=O)cc1
    13, 2, 8, -8, -1, -8, -5, -6
COc1cc(/C=C/C(=O)O)cc(OC)c1O
    7, 13, 9, -6, 3, 6, -26, -1
CCN(CC(=O)Nc1ccccc1C(F)(F)F)C(=O)Cc1sc(C)nc1-c1ccc(F)cc1
    20, -2, 11, 2, 8, -1, -8, -3
COc1cccc(CNC[C@H]2O[C@@H](n3cnc(C(N)=O)n3)[C@H](O)[C@@H]2O)c1OCc1ccc(F)cc1Cl
    ., ., -5, -4, 0, 0, ., -1
O=C(O)CC(SCC(=O)NC1CCCc2ccccc21)C(=O)O (centres undefined)
    12, 1, 10, -11, -4, -4, 1, 2
CCOc1ccccc1NC(=O)CCS(=O)(=O)c1ccc2c(c1)CC(C)N2C(C)=O (centres undefined)
    9, -1, 9, -4, -2, -7, -1, -12
CC(C)c1ccc(-c2cc(C(=O)N3CCOCC3)c3cc(Br)ccc3n2)cc1
    -2, 3, 7, 5, -5, 23, -6, 6
Clc1ccc(-c2cn3cc(Br)ccc3n2)cc1Cl
    -10, 3, 10, 3, 2, 36, 29, -147
Cc1ccc(NC(=S)NCc2ccccc2)c(C)c1
    -1, 2, 26, 0, 6, -4, 1, -8
CCOc1ccc(C(OC(=O)c2ccco2)C(=O)NCc2ccc(C)cc2)cc1 (centres undefined)
    -12, -2, -2, 4, -12, 1, -4, 0
O=c1[nH]c2ccccc2c(O)c1SCCO
    7, 0, 16, 3, 1, -8, 4, 0
CCOC(=O)CCCN1CC(O)=C(c2nc3ccccc3s2)C1=N
    -1, -2, 4, -5, -7, -10, 0, -7
CCOC(=O)c1ccc(NC(=O)COc2ccccc2CNCCc2ccccc2)cc1
    -1, -1, -8, -6, 4, 14, 44, 34
CCOC(=O)C1Nc2ccc(C)cc2C2C=CCC12 (centres undefined)
    -41, 6, -9, -9, -14, -9, -14, 6
CCOc1ccc(CCNC(=O)CN(C)S(=O)(=O)c2ccc3c(c2)CCC(=O)N3)cc1OCC
    8, -3, 0, 3, -1, -2, 6, -3
COc1ccc(Cl)cc1NC(=O)Cn1c(=O)oc2ccccc21
    14, -4, 6, 0, -2, 4, 7, 8
Cc1ccc(C(=O)N2CC=C(c3ccccc3)CC2)o1
    12, -2, 21, 4, 2, -7, 3, -16
COc1ccc(-c2csc(Nc3ccc(S(N)(=O)=O)cc3)n2)cc1OC
    -5, 4, -1, -8, -27, -7, 4, -8
C=CCSc1nc2ccccc2n2cnnc12
    13, -1, 6, 8, -8, 4, -2, 8
C/C(Cn1cnc([N+](=O)[O-])n1)=N\NC(=O)c1cccnc1
    -12, -2, 3, -3, -4, -3, 9, -9
CCc1ccccc1NC(=O)COc1cccc2ccc(C)nc12
    18, -4, 1, -3, -1, 2, -4, 2
CC(=O)Nc1ccc(NC(=O)CSc2nnc(N)n2-c2ccccc2)cc1
    ., ., -1, -4, 10, 5, ., -23
Cc1cc(C(F)(F)F)nc(-n2cc(-c3cccc(N)c3)nn2)n1
    -1, 0, -13, 3, 1, -3, -5, -46
COC(=O)c1sc(NC(=O)Cc2cccs2)nc1C
    16, -1, 5, 6, 7, -5, -6, -30
Cn1c(C(=O)N2CCN(c3cccc(C(F)(F)F)c3)CC2)cc2sccc21
    -27, -1, -1, 3, 2, 21, 6, 0
O=P1(Nn2cnnc2)C=C(c2ccccc2)OC(c2ccccc2)=C1
    11, 0, 5, 2, 10, 0, 6, 0
CCNC(=S)N/N=C1\CCCCc2ccccc21
    18, -3, 33, 16, 7, 4, 10, 3
COc1cccc(C2=NOC(C(=O)Nc3cccnc3Cl)C2)c1OC (centres undefined)
    -3, -3, 1, 7, 4, -3, 12, -10
Cn1c(C(=O)N2CCCC(C(=O)c3ccc(C(F)(F)F)cc3)C2)cc(=O)n(C)c1=O (centres undefined)
    11, -1, -2, -7, 5, 2, 4, -1
Cc1ccc(S(=O)(=O)Nc2ccc(C(=O)N3CCN(c4ccccc4O)CC3)cc2)cc1[N+](=O)[O-]
    -4, -1, 15, 5, -1, -11, -7, 0
CN(C)S(=O)(=O)c1ccc(NC(=O)CSc2ncnc3ccccc23)cc1
    3, 1, 12, -2, -9, -5, 11, 12
O=C(COC(=O)/C=C/c1ccc(C(F)(F)F)cc1)NC1CCS(=O)(=O)C1 (centres undefined)
    -5, 15, 10, -9, -2, 8, -4, -11
Cc1ccc(NC(=O)CNC(=O)c2ccco2)nc1
    7, -1, 1, 3, -3, 0, -2, 14
CC(=O)c1ccc(S(=O)(=O)N2CCN(C(=O)C3CCCC3)CC2)cc1
    1, 0, -7, 2, -3, -1, 6, 5
Cc1nc2cc(-c3ccccc3)[nH]n2c(=O)c1C
    4, 1, 22, 4, 6, -8, 8, -58
CCN(CC)S(=O)(=O)c1ccc(OC)c(NC(=O)C2CC(=O)N(c3ccc(C)cc3)C2)c1 (centres undefined)
    3, -2, 14, 3, -7, 9, 2, 3
COc1cc(/C=N/NC(=O)c2cccc(NC(=O)c3ccccc3Cl)c2)ccc1O
    -8, 1, 9, -12, -14, 8, -19, 0
COc1ccc(Oc2c(C=O)c3ccccc3n2C)cc1
    5, -3, -9, -6, 3, -2, 15, -88
COCCN(C(=S)Nc1ccccc1C)C(C)c1cccs1 (centres undefined)
    -9, -2, 7, 12, 10, -3, -6, 2
CC(C)Cn1c(SCC(=O)c2c(N)n(C)c(=O)n(C)c2=O)nc2ccccc21
    3, -2, -13, 0, -5, -2, -8, 1
CC(C)c1ccc(NC(=O)C2CCN(S(=O)(=O)c3ccc4c(c3)NC(=O)CO4)CC2)cc1
    -8, -2, -4, -10, -11, -1, -12, 11
Cc1ccc(NC(=O)c2cc(S(=O)(=O)N3CCCC3)c[nH]2)c(C)c1
    -46, -4, 13, 3, -9, -2, -9, 6
O=C(CSc1ccc(Br)cc1)NCC1(N2CCCCC2)CCCCC1
    ., ., 20, 10, -4, 31, ., 16
COc1ccccc1-c1cccc([C@@H]2C[C@H]3[C@H](CON3C)CN2Cc2ccccc2)c1
    ., ., 20, 13, 1, 14, ., -3
O=C(O)C1CCCCC1C(=O)Nc1ccc(S(=O)(=O)N2CCCCC2)cc1 (centres undefined)
    4, -1, -1, 8, -8, 2, -1, -7
O=S(=O)(Nc1nc2ccccc2nc1NCc1ccco1)c1cccs1
    2, 2, 23, -8, -15, 1, -13, 3
C[C@H]1CC[C@@]2(O[C@H](CCO)C[C@H](O)[C@H]2O)O1
    12, -2, -3, -1, 1, -5, -5, -11
CCCCn1c(N)c(N(CC(C)C)C(=O)c2cccc(S(=O)(=O)N3CC(C)OC(C)C3)c2)c(=O)[nH]c1=O (centres undefined)
    14, -8, -5, -3, -6, 0, 0, -5
CC(C)(C)OC(=O)NCCCCCNC(=O)c1nc[nH]c1C(=O)NCC(=O)OCc1ccccc1
    -6, 4, -1, -8, -1, -29, -19, -1
Cc1ccc(S(=O)(=O)N2CCN(S(=O)(=O)N3CCC(C)CC3)CC2)cc1C
    0, -2, 0, 3, 11, 6, -7, 13

In another format: 3 of the compounds above.
Structure	APJ antagonist	APJ agonist	CCR6 antagonist	CXCR6 block	ATG4B inhibitor	EBI2 block	UBC13 inh	Gli-Sufu antag
Cc1ccc(NC(=O)CNC(=O)c2ccco2)nc1	7	-1	1	3	-3	0	-2	14
C[C@H]1CC[C@@]2(O[C@H](CCO)C[C@H](O)[C@H]2O)O1	12	-2	-3	-1	1	-5	-5	-11
CN(C)S(=O)(=O)c1ccc(NC(=O)CSc2ncnc3ccccc23)cc1	3	1	12	-2	-9	-5	11	12

Following part
Results follow in this order: APJ antagonist, APJ agonist, CCR6 antagonist, CXCR6 block, ATG4B inhibitor, EBI2 block, UBC13 inh, Gli-Sufu antag
Cc1cc(-c2ccc(Cl)cc2)oc(=O)c1NC(=O)c1ccccc1
    23, 0, 9, 0, 6, 0, 12, -21
Cc1ccc(S(=O)(=O)N2CCN(C(=O)CCC(=O)OCC(=O)Nc3cccc(C#N)c3)CC2)cc1
    -3, -3, -6, 0, -10, 6, 0, -1
CC(C)CC(COCc1ccc(C(F)(F)F)cc1)N1CCN(C(=O)c2ccc(C(F)(F)F)cc2)CCC1=O (centres undefined)
    21, 1, 14, 9, -6, 12, -2, 13
CCOC(=O)C1CCCN(C(=O)CC(c2ccccc2)c2ccccc2)C1 (centres undefined)
    16, -4, 15, 1, -7, 2, 5, 5
Cc1c(Cc2ccccc2)c(=O)oc2c(C)c(OCc3nn[nH]n3)ccc12
    18, -2, 13, -5, -4, 8, 4, 1
COc1ccc(N2CCN(C(=O)CN(Cc3ccc(Cl)cc3)S(C)(=O)=O)CC2)cc1
    -3, -2, -2, 71*, -5, 6, -11, 8
COC(=O)c1ccc(C(=O)OC)nc1
    -17, -2, -3, -3, -4, 3, 7, -3
Cc1cc(Cl)c(S(=O)(=O)N2CC(C)OC(C)C2)cc1OCC(N)=O (centres undefined)
    8, 3, -1, -7, -6, -8, -5, -1
COc1ccc(OC)c(S(=O)(=O)Nc2ccc(O)c3ccccc23)c1
    -33, -2, 19, 1, -3, -31, -20, -4
COc1ccc(N2CCCC2)c(NC(=O)COc2ccccc2Cl)c1
    2, 0, 4, 4, 2, 16, 10, -2
CCCCNC(=NCc1cccc(C(F)(F)F)c1)Nc1ccccc1
    5, -5, 21, 5, 6, 11, 21, 8
Nc1c(Br)cc(Br)c2c1C(=O)c1c(cccc1S(=O)(=O)O)C2=O
    ., ., 6, 16, 1, -12, ., -1
COc1ccc(C(=O)NC(=S)Nc2ccc(N3CCOCC3)c(Cl)c2)cc1[N+](=O)[O-]
    2, -7, 38, 19, 6, 15, -5, 18
O=C(Nc1ccnn1C1CCNCC1)c1ccc2c(c1)OCO2
    ., ., -6, 10, 3, -3, ., -7
CC(C)(C)NC(=O)COC(=O)c1ccc(Cl)cc1O
    20, -5, 15, 4, -5, -3, 11, 9
COc1cc(OC)c(OC)cc1/C=N/NC(=O)c1cnccn1
    -18, -1, -4, -4, 3, -1, 1, -2
O=C(c1ccc(CS(=O)(=O)c2c(Cl)cccc2Cl)o1)N1CCN(c2ccccn2)CC1
    0, -1, -8, 5, -9, -1, 4, 4
CC(C)=CC(=O)Nc1nc2ccc([N+](=O)[O-])cc2s1
    ., ., 16, 6, 1, 0, ., -21
Cn1c(/N=C/c2cccs2)nc2ccccc21
    -1, -5, 0, -2, -5, 1, -1, 1
COc1ccccc1/C=C/C(=O)OCc1nc2ccccc2c(=O)[nH]1
    21, -4, -1, -14, -3, 1, 0, 1
CC(=O)N1CCc2cc3nc(C)cc(C)c3cc21
    -16, 0, -11, -2, 0, -4, 5, -1
